# AmpC detergent: qHTS Inhibitors of AmpC Beta-Lactamase (assay with detergent) | P00811 | AmpC hydrolysis of nitrocefin, absorbance 480 nm, 0.01% Triton | Potency, µM (highest dose often 114 µM), without a hit: at the top dose activity change, negative = inhibition, most hits filed as inhibitors | 0.041% of 370,000 active | AID 485294, 2010;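 also: potency is read from the fitted curve at half-maximal effect; 0% = no-compound wells and -100% = no-enzyme wells; nearly all actives have a fitted effect of over 25% in size; some results filed as inactive show a strong effect at the top dose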
# Target sequence (P00811 whole entry, looked up): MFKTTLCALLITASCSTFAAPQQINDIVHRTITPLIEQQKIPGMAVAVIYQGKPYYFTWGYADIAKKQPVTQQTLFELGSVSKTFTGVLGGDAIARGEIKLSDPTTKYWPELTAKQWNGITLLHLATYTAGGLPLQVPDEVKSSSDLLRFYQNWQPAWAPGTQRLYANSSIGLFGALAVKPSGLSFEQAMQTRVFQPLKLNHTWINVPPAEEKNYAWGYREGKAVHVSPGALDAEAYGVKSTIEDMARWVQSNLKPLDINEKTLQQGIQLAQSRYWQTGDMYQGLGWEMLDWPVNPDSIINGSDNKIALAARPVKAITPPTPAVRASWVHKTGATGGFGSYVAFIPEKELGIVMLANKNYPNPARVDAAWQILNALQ
#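 AmpC (5.3 nM in the dispensed reagent) in 20 mM phosphate pH 7.0 with 0.01% (detergent screen) or 0.0001% Triton X-100 was preincubated with compounds for 15 min at room temperature. Nitrocefin was then added from an 800 uM solution, and hydrolysis was followed at 480 nm.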
# HCV inh: qHTS Assay for Inhibitors of Hepatitis C Virus (HCV) | Potency, µM (top dose mostly 41.8 µM), for inactives: at the highest dose activity change, negative = inhibition, hits mostly inhibitors | Huh7.5.1 HCVcc-Cre infection, luciferase reporter, 44 h | 3.4% of 340,000 active | AID 651820, 2012; also: potency is read from the fitted curve at half-maximal effect
#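 Luciferase read-out (15 sec integration) after a 15 min room-temperature substrate step quantifies HCVcc-Cre infection. Cells, 1,000 per well, had compound added 4 h post-plating, then virus at ~0.5 moi, and were cultured 44 h.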
# HCMV antiviral: qHTS Assay for inhibitors of the human cytomegalovirus (HCMV); activity change, negative = inhibition, % at 57.5 µM; HFF cells, HCMV-luciferase reporter, 72 h; active compounds read low; 4.5% of 410,000 active; in the data active = activity change below about -60%; inconclusive = no clear call, values can overlap the other calls; inactive = above about -39%
#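 Inhibition of viral replication was scored as loss of reporter luminescence in HFFs infected with HCMV-luciferase (MOI 1 PFU/cell) for 72 h; compounds tested at 2 doses, normalized to buffer and Salinomycin controls.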
# Sm TGR inh: qHTS Assay for the Inhibitors of Schistosoma Mansoni Peroxiredoxins; Schistosoma mansoni thioredoxin glutathione reductase (TGR), Q962Y6; purified TGR, DTNB reduction, TNB absorbance 405 nm; Potency, µM (titrated, usually from 114 µM), without a hit: top-dose activity change, negative = inhibition, most hits filed as inhibitors; 3% of 360,000 active; also: potency is read from the fitted curve at half-maximal effect; nearly all actives have a fitted effect of over 60% in size
#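 First, TGR (20 nM dispensed) and NADPH were mixed with compound. Second, a 15 min room-temperature incubation followed. Third, further NADPH and then DTNB were added to start the reaction. Finally, TNB absorbance was monitored kinetically.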
# Giardia FBPA inh: qHTS Assay for Inhibitors of Fructose-1,6-bisphosphate Aldolase from Giardia Lamblia | purified Giardia FBPA | Potency, µM (highest dose often 59.6 µM), without a hit: top-dose activity, negative = inhibition, hits mostly inhibitors | AID 2451, 2010 | A8B2U2 | 0.71% of 290,000 active; also: potency is read from the fitted curve at half-maximal effect; nearly all actives have a fitted effect of over 55% in size
# Target sequence (A8B2U2 whole entry, looked up): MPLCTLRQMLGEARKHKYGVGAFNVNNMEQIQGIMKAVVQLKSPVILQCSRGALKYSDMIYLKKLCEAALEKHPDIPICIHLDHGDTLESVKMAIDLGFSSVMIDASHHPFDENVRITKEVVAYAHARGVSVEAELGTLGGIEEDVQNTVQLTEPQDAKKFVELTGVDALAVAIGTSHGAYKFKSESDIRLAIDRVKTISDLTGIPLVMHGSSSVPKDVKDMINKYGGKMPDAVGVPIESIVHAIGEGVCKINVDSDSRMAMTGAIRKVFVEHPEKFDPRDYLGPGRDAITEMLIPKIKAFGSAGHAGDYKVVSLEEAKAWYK
#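 Giardia FBPA (40 nM reagent) was preincubated 10 min at RT with compound (up to 57.5 uM final), then substrate plus GAPDH/TPI/NAD/arsenate coupling system with diaphorase/resazurin was added; resorufin fluorescence (525/598 nm) was read after 20 min.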
# AMA1-RON2 inh: qHTS for Inhibitors of AMA1-RON; Towards Development of Antimalarial Drug Lead: Primary Screen | Plasmodium falciparum AMA1 (3D7) - RON2 peptide interaction | AlphaScreen AMA1-biotinylated RON2 peptide binding | Potency, µM (titrated, usually from 58.2 µM), for inactives: at the top dose activity change, negative = inhibition, most hits filed as inhibitors | 0.2% of 360,000 active | AID 720542, 2013;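 also: potency is read from the fitted curve at half-maximal effect; 0% = vehicle wells and -100% = peptide control; nearly all actives have a fitted effect of over 45% in size; some results filed as inactive show a strong effect at the top dose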
#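 AMA1 (3D7) with his tag at 25 nM final met compounds first, then biotinylated RON2 peptide at 25 nM; detection used donor plus acceptor beads, 10 µg/mL apiece, read by AlphaScreen after 30 min at room temperature.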
# * marks the source's active call; other numbers are inactive results; u = inconclusive; x = no result given; & = joins results of further samples; [ ] = remark or other dose. Unless noted, calls follow the shape of the dose curve; as a rule, active = well fitted curve in the direction sought with a large enough effect; inconclusive = small, poorly fitted or top-dose-only effect, or another doubt; inactive = no such curve, though single readings can be large; an effect the other way counts as inactive or inconclusive. Unless noted, % is scaled to controls: 0 for no effect and ±100 for the full control effect.
# Preview (3 entries):
SMILES,AmpC detergent,HCV inh,HCMV antiviral,Sm TGR inh,Giardia FBPA inh,AMA1-RON2 inh
CC(=O)c1ccc(NC(=O)c2c(C)nn(-c3ccccc3)c2Cl)cc1,-8%,8%,82,-25%,u,-4%
O=C(COc1ccccc1)NCC(=O)N/N=C/c1ccco1,-9%,18%,-30,-11%,-1%,-5%
CCC(C)n1c(SCc2ccccc2)nc2ccsc2c1=O (stereo unspecified),-3%,u,u,-6%,-2%,5%

# The whole of this part (from the top)
SMILES,AmpC detergent,HCV inh,HCMV antiviral,Sm TGR inh,Giardia FBPA inh,AMA1-RON2 inh
CC(=O)c1ccc(NC(=O)c2c(C)nn(-c3ccccc3)c2Cl)cc1,-8%,8%,82,-25%,u,-4%
O=C(COc1ccccc1)NCC(=O)N/N=C/c1ccco1,-9%,18%,-30,-11%,-1%,-5%
CCC(C)n1c(SCc2ccccc2)nc2ccsc2c1=O (stereo unspecified),-3%,u,u,-6%,-2%,5%
CCN(CC)c1ccc(NC(=O)c2ccccn2)cc1S(=O)(=O)Nc1ccccc1OC,1%,-29%,-21,-3%,x,5%
COc1ccccc1NC(=O)CC1CCCC1,-20%,-3%,26,-10%,3%,-7%
CCOc1cccc2sc(N3CCN(C(=O)c4ccc5ncsc5c4)CC3)nc12,-17%,u,-10,0%,x,-8%
CC(=O)c1ccc(C(=O)Nc2ccc3c(c2)C(=O)NC3=O)cc1,-6%,8%,u,-12%,-5%,-12%
CC1(C)CC(=O)C2=C(C1)NC(SCC(=O)Nc1ccccc1)=C(C#N)C21CCCCC1,-12%,u,-27,20%[11.4 µM],-9%,0%
O=C(c1ccccc1NS(=O)(=O)c1ccc([N+](=O)[O-])cc1[N+](=O)[O-])N1O[C@@H]2C=C[C@H]1C2,x,-4%,8,x,x,8%
O=[N+]([O-])c1ccccc1Nc1ccc(O)cc1,-7%,8%,17,-32%,-14%,u
CC(=O)c1sc(C(C)(C)C)cc1NC(=O)/C=C/C(=O)O,-12%,5%,4,-3%,15%,-3%
COc1ccccc1/C=C/C1(C(=O)NC2CCCC2)CC(=O)N1c1ccc(F)cc1 (stereo unspecified),-1%,u,-83*,-30%,0%,42%[activator]
O=C(CSc1nc2scc(-c3ccco3)c2c(=O)n1-c1ccccc1)N1CCOCC1,0%,-5%&-9%,-35,45µM*,1%,-14%
Cc1ccccc1-c1cc(C(=O)NCC2CC2)nn1CC1CC(c2cccc([N+](=O)[O-])c2)=NO1 (stereo unspecified),4%,-29%,-11,-4%,x,-11%
CCC(=O)Nc1cc(C(C)C)c(O)cc1C,0%,5%,-21,3%,8%,-15%
Cc1ccc(Cn2cnc3c(nnn3Cc3ccc(Cl)cc3)c2=O)cc1,u,10%,18,16%,-1%,5%
CCOc1ccc(NCc2cccn2-c2nnc(N3CCC(C(=O)NC(C)c4ccccc4)CC3)s2)cc1 (stereo unspecified),16%,x,u,-11%,x,x
O=c1[nH]c(=O)n(-c2ccccc2)c(O)c1N=Nc1ccc(Br)cc1,u,7%,-25,-12%,-6%,8%
Cc1ccc(C)c(N(C(=O)Cn2nnc3ccccc32)C(C(=O)NCc2ccco2)c2ccncc2)c1 (stereo unspecified),7%,9%&11%,-28,-31%,-13%,-5%
CN(Cc1ccccc1)C(=O)C1CCCN1S(=O)(=O)c1ccc(Cl)cc1 (stereo unspecified),3%,11%,-14,-3%,x,9%
COc1ccc(CCNC(=O)CN(c2cc(C(F)(F)F)ccc2Cl)S(C)(=O)=O)cc1,0%,x,12,6%,x,x
COc1ccc(C(=O)N2CCN(Cc3cn[nH]c3-c3ccc(OC)cc3F)CC2)cc1,0%,u,-38,-7%,0%,0%
Cc1cc(CSCc2ccc(Cl)cc2)no1,-4%,3%,x,-7%,18%,14%
Cc1c([N+](=O)[O-])c(C(=O)N2CCCC2)nn1C,-11%,13%,16,1%,10%,2%
O=C(NC(=S)NC1CCSC1=O)c1ccccc1F (stereo unspecified),4%,6%,-3,3%,1%,57%[activator]
CN(c1ccccc1)S(=O)(=O)CS(=O)(=O)N(C)c1ccccc1,x,4%,-13,x,x,-15%
CN(c1ccccc1)S(=O)(=O)c1ccc(C(=O)NNC(=O)c2ccccc2F)cc1,-16%,-9%,-6,2%,x,84%[activator]
O=C(CCCc1ccccc1)Nc1ccnn1C1CCN(Cc2ccccc2)CC1,0%,-24%,0,-10%,x,14%
COc1ccc(N2CCN(C(=S)Nc3ccc(S(N)(=O)=O)cc3)CC2)cc1,0%,-12%,10,3%,u,-9%
CCCN(CC(=O)Nc1ccccc1OC)C(=O)Cc1ccccc1F,-6%,-1%,-14,-17%,2%,-8%
COc1ccccc1Nc1nc(N)nc(CN2CCC(C)CC2)n1,5%,2%,19,0%,2%,-7%
Cc1ccc2nc(-c3ccccc3C)oc(=O)c2c1,1%,14%,-25,-4%,14%,-6%
CC(=O)Nc1cc2c(nc1C)nc(C)n2Cc1ccc(Br)cc1,5%,-3%,19,1%,6%,1%
CCOc1ccccc1NC(=O)CN(c1ccc(C)cc1)S(=O)(=O)c1c(C)n[nH]c1C,-3%,u,-32,5%,0%,u
COc1ccc(S(=O)(=O)N2CCN(C(=O)c3c(-c4ccccc4)noc3C)CC2)cc1,-5%,-1%,-10,6%,8%,-4%
COc1ccc(-c2nc3cnccn3c2Nc2ccc(C)cc2)cc1,u,2%,57,4%,-3%,-9%
COc1cccc(OC)c1NC(=O)C1CCCN1C(=O)Nc1ccccc1F (stereo unspecified),0%,22%,57,22%,2%,-1%
CN(c1ccccc1)S(=O)(=O)c1ccc(C(=O)NCc2ccccc2CN2CCCC2)cc1,u,10µM*,u,-15%,x,1%
COCc1nc2ccccc2n1Cc1cccc(C)c1,u,7%,21&-8,7%&-31%,7%,-2%
CCOC(=O)C1CCN(C(=O)CN2c3ccc(C(C)C)cc3-c3ccccc3S2(=O)=O)CC1,1%,x,5,0%,x,x
CCN(CC)S(=O)(=O)c1ccc(S(=O)(=O)N(CC(=O)Nc2ccccc2)CC2CCCO2)cc1 (stereo unspecified),x,-21%,-32,x,x,-22%
Cc1cc2ccccn2c1C(=O)c1cccc(S(=O)(=O)N2CCOCC2)c1,0%,u,-39,1%,6%,14%
Cc1csc(NC(=O)c2ccc(-c3ccc(Cl)cc3Cl)o2)n1,-8%,u,-9,-16%,5%,0%
O=C(O)c1nc(N2CCCCC2)ncc1Cl,-12%,19%,27,5%,-2%,3%
CCOC(=O)c1csc(N/N=C2\CCc3ccccc32)n1,-3%,u,23,-35%,14%,-1%
COC(=O)C(Cc1ccccc1)NS(=O)(=O)c1ccc(F)cc1Br (stereo unspecified),-1%,27%[8.37 µM],9,13%,-4%&-8%&1%,13%
CCOc1ccc(Br)cc1S(=O)(=O)Nc1ccc(S(=O)(=O)Nc2cc(C)on2)cc1,x,5%,-1,x,x,-4%
CN(CC(=O)NCc1ccc(Cl)cc1)S(=O)(=O)c1cccc2cccnc12,-5%,-10%,-33,4%,2%,-4%
COc1ccc(S(=O)(=O)NCc2cccn2Cc2cccc(C)c2)cc1Cl,-5%,x,-8,-25%,x,x
O=S(=O)(NCCC1=CCCCC1)c1cccc(Br)c1,-8%,u,-34,5%,x,21%
CCCc1cc(=O)n2[nH]c(-c3ccc(Cl)cc3)cc2n1,3%,16%,58,-25%,-16%,-4%
CCOC(=O)c1[nH]c2ccccc2c1CCCN1C(=O)c2ccccc2C1=O,0%,u,8,13%,-13%,-5%
CN(C)Cc1c(C(=O)N/N=C/c2ccc(OCc3c(F)cccc3Cl)cc2)nnn1-c1nonc1N,-5%,-6%,-28,-2%,x,-11%
CCn1c(SCC(=O)Nc2nc(C)c(C)s2)nnc1-c1ccco1,-12%,u,0,-33%,-8%,8%
CC(=O)c1ccc2noc(-c3ccccc3)c2c1,-3%,u,-27,-2%,-4%,-13%
CC(C)C[C@H](NC(=O)c1[nH]cnc1C(=O)N[C@@H](Cc1ccccc1)C(=O)OCc1ccccc1)C(=O)OCc1ccccc1,u,19%,59,-9%,19%,160%[activator]
COc1ccc(NC(=O)CN2CCCCC2)cc1S(=O)(=O)N1CCCCC1,x,5%,10,x,x,12%
Cc1nc2ccc(C(C(F)(F)F)(C(F)(F)F)C(F)(F)F)cc2[nH]1,-5%,u,-2,-33%,-15%,13%
Cc1cc(Cl)ccc1NNC(=O)c1snnc1C,-3%,-8%,24,0%,-1%,-14%
COc1cc(/C=C/c2nc(-c3ccccc3O)n[nH]2)cc(OC)c1OC,-7%,11µM*,1,-1%,-19%,71%[activator]

# Later entries:
SMILES,AmpC detergent,HCV inh,HCMV antiviral,Sm TGR inh,Giardia FBPA inh,AMA1-RON2 inh
CCN(CC)CC(O)CN1c2ccccc2Sc2ccccc21 (stereo unspecified),3%,22µM*,x,-18%,4%,-13%
CCOC(=O)N1CCC(N2Cc3cccc(C(=O)NCC4CCN(CC(C)C)C4)c3C2=O)CC1 (stereo unspecified),u,-6%,-21,-6%,-9%,-1%
COc1cc(NC(=O)c2cc3c(Cl)nc4ccccc4c3s2)cc(OC)c1OC,-2%,u,-1,-10%,-7%,27%
C=CCn1c(=O)c2ccccc2n2c(=S)[nH]nc12,2%,14%,19,-4%,u,63%[activator]
CCCCCn1ccc(=N)cc1,-3%,6.3µM*,-73*,8%,0%,0%
CC(Oc1ccc(Cl)cc1Cl)c1ccnc(N)n1 (stereo unspecified),6%,u,u,x,-6%,14%
Cc1ccc(Cn2ccc(NC(=O)c3noc4c3CCc3ccccc3-4)n2)cc1,-10%,5%,-33,-12%,4%,-12%
CCOC(=O)c1c(NC(=O)c2nc(SCC)ncc2Cl)sc(C(C)=O)c1C,-9%,x,21,-2%,x,x
COC(=O)CSc1ccc2nnc(-c3ccc(F)cc3)n2n1,0%,16%,29,9%,3%,6%
COc1cc(C)ccc1OCCSc1nc2ccc(NC(=O)c3ccc4c(c3)OCO4)cc2s1,-1%,x,1,-6%,x,x
Cc1cc(C)nc(NC(=S)Nc2cccc(Cl)c2Cl)c1,u,-23%,-27,0%,4%,0%
Cc1ccc(C(=O)Nc2ccccc2)cc1S(=O)(=O)N1CCN(C)CC1,-10%,-25%,35,-10%,7%,15%
O=C(NCc1ccccc1Cl)NC(=O)c1ccccc1,4%,-9%,37,-1%,11%,-13%

# Record cards (already shown). Screens in order: AmpC detergent | HCV inh | HCMV antiviral | Sm TGR inh | Giardia FBPA inh | AMA1-RON2 inh
# Entry for COc1cc(NC(=O)c2cc3c(Cl)nc4ccccc4c3s2)cc(OC)c1OC : -2% | u | -1 | -10% | -7% | 27%
# Entry for Cc1ccc(C(=O)Nc2ccccc2)cc1S(=O)(=O)N1CCN(C)CC1 : -10% | -25% | 35 | -10% | 7% | 15%
# Entry for Cc1ccc(Cn2ccc(NC(=O)c3noc4c3CCc3ccccc3-4)n2)cc1 : -10% | 5% | -33 | -12% | 4% | -12%
# Entry for CCOC(=O)N1CCC(N2Cc3cccc(C(=O)NCC4CCN(CC(C)C)C4)c3C2=O)CC1 (stereo unspecified) : u | -6% | -21 | -6% | -9% | -1%
